STK33 inh: inhibitors of purified STK33 kinase, primary screen, biochemical, ADP-Glo luminescence, homogeneous, cell-free. Serine/threonine-protein kinase 33 (Homo sapiens), Q9BYT3. MBP phosphorylation. inhibition, % at 10 µM. actives 0.073% (n = 320,000). AID 2661, 2010;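 active = inhibition at or above 25%, using the most active replicate where run in duplicate; inactive = inhibition below 25%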
Target sequence (Q9BYT3 whole entry, looked up): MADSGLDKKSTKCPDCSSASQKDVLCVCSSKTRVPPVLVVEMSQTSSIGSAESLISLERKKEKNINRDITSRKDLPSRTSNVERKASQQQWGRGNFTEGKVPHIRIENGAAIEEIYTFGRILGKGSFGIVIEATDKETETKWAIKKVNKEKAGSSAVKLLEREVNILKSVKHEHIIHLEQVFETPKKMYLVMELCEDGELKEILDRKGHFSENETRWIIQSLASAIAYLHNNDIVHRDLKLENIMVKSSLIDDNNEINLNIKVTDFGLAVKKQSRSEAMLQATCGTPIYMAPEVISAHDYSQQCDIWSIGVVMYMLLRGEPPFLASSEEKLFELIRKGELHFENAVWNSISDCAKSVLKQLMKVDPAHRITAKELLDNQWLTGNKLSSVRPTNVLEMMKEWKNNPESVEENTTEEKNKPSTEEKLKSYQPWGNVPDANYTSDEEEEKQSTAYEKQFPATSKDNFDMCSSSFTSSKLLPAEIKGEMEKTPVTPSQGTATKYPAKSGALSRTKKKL
KCNQ2 block: KCNQ2 potassium channel inhibitors, primary screen, cell-based, CHO-K1, FluxOR thallium flux, B-score (AID 2156); Potassium voltage-gated channel subfamily KQT member 2 (Rattus norvegicus), O88943; 20 min; hits give low values; B-score at 10 µM; actives 1.1% (n = 310,000);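 active = fluorescence ratio B-score at most minus 3 library SDs, with starting brightness B-score within 2 library SDs, cut at about -5.5 in these data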
Kir21 inh: inhibitors of mouse Kir2.1 inward-rectifier potassium channel; HEK293-Kir2.1, FluxOR thallium flux fluorescence; hits give low values; actives 0.85% (n = 310,000); Inward rectifier potassium channel 2 (Mus musculus), P35561; B-score at 10 µM;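 active = fluorescence ratio B-score at or below minus 3 SD of library scores, with starting-brightness B-score within 2 SD, cut at about -4.2 in these data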;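 note: channel flux triggered by added potassium and thallium sulfate stimulus; B-score of peak minus minimum fluorescence over baseline after thallium stimulus; more negative B-score means stronger Kir2.1 block with less thallium influx; some compounds called inactive have numbers as strong as hits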
Target sequence (P35561 whole entry, looked up): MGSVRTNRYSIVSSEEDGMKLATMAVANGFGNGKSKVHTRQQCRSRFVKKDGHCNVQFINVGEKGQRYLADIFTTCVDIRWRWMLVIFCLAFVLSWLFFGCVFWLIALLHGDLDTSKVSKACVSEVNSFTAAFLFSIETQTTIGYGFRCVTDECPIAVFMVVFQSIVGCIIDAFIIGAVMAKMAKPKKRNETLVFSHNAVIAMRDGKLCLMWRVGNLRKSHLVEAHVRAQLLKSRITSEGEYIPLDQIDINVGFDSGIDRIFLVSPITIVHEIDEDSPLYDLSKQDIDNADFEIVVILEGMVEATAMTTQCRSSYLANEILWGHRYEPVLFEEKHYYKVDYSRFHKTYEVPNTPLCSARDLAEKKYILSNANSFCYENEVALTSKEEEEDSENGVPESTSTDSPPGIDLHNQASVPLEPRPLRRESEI
An asterisk follows results filed as active; i = inactive. An unsorted share of the library; overall some 1.9% were active at least once.

STK33 inh	KCNQ2 block	Kir21 inh	canonical_smiles
-0.1	i	2.2	O=c1c2ccccc2nc(-c2cccs2)n1-c1ccc2ccccc2c1
0.1	i	-0.08	Oc1cccc(N2Cc3ccccc3C2)c1
-1.2	i	2.5	CC(=O)/C(C#N)=C1\NC(=O)C(Cc2ccc(C)c(C)c2)S1 (stereo not given)
-1.8	i	0.55	Cn1nc(-c2ccccc2)nc1-c1ccccc1
2.0	i	-0.11	Oc1cccc(/C=C/c2ccc3cccc(O)c3n2)c1
-1.3	i	-0.03	O=C(NNS(=O)(=O)c1cc(Cl)c(Cl)cc1Cl)c1cccnc1
0.0	i	-0.02	CC(C(=O)Nc1cccnc1)c1ccc([N+](=O)[O-])cc1 (stereo not given)
-1.1	i	0.42	COc1ccc2c(c1OC)C(=O)N1c3ccccc3C(=O)N(c3ccccc3)C21 (stereo not given)

(listing goes on)
STK33 inh	KCNQ2 block	Kir21 inh	canonical_smiles
0.8	i	-0.5	Cn1c(=O)c2[nH]c(C3CCCC3)nc2n(C)c1=O
-1.2	i	-0.25	CC1(C)CC(=O)c2c(S(C)(=O)=O)sc(Br)c2C1
0.2	i	0.1	CC1(C)CC(=O)c2sc(NS(=O)(=O)c3ccc(Cl)cc3)nc2C1
-1.1	i	0.55	CC#CC(=O)N1CCC(CO)(CCc2ccccc2)CC1
0.0	i	1.3	CC1(C)Cc2c(c(N3CCOCC3)nc3sc(C#N)c(N)c23)CS1
-2.2	i	0.58	CSCCOC(=O)COc1ccc(/C=N/NC(=O)c2c(Cl)cnn2C)cc1
0.2	i	-0.71	COCCN(C(=O)CC1C(=O)NCCN1CC(c1ccccc1)c1ccccc1)C(C)C (stereo not given)
-0.7	i	0.49	COc1ccc(NC(=O)N2CCNC(=O)C2CC(=O)Nc2ccc(F)cc2)cc1 (stereo not given)

More structures:
STK33 inh	KCNQ2 block	Kir21 inh	canonical_smiles
-1.8	i	-0.11	O=C(CSc1nnc(NC(=O)C2CCC2)s1)Nc1ccccc1F
1.5	i	0.27	COc1ccc(N=Nc2c(N)n[nH]c2N)cc1
-1.4	i	0.13	CCOC(=O)/C=C/C(=O)OCC(=O)Nc1c(Cl)cccc1Cl
0.1	i	-3.2	CCOc1ccccc1Nc1cc(C)nc2ccc(C)cc12
0.6	i	0.47	CCc1ccccc1N1C(=O)CN(Cc2cc(OC)c(OC)c(OC)c2)C1=S
-2.2	i	-0.86	CCC(C)NC(=O)c1ccccc1NS(=O)(=O)c1ccc(OC)c(OC)c1 (stereo not given)
-2.5	i	-0.05	CC(C)(CO)Nc1ncnc2onc(-c3ccc(F)cc3)c12
-0.8	i	0.07	Cc1cc(NC(C)c2ccccc2)n2ncc(-c3ccccc3)c2n1 (stereo not given)

Reprinted from the part before: 4 compounds, then new ones.
STK33 inh	KCNQ2 block	Kir21 inh	canonical_smiles
0.6	i	0.47	CCc1ccccc1N1C(=O)CN(Cc2cc(OC)c(OC)c(OC)c2)C1=S
-2.2	i	-0.86	CCC(C)NC(=O)c1ccccc1NS(=O)(=O)c1ccc(OC)c(OC)c1 (stereo not given)
-2.5	i	-0.05	CC(C)(CO)Nc1ncnc2onc(-c3ccc(F)cc3)c12
-0.8	i	0.07	Cc1cc(NC(C)c2ccccc2)n2ncc(-c3ccccc3)c2n1 (stereo not given)
-0.6	i	0.12	Nc1nc(=S)n(-c2ccccc2)[nH]1
-4.8	i	-0.64	CCOC(=O)N1CCN(C(=O)CN(c2ccc(C)c(C)c2)S(=O)(=O)c2ccccc2)CC1
-0.8	i	-0.73	O=C(Nc1ccc2c(c1)C(=O)N(c1ccccc1)C2=O)C1CCCO1 (stereo not given)
-0.6	i	-2	C=C1CCN(c2ccc(C(=O)NCCC)cc2[N+](=O)[O-])CC1
-1.0	i	0.05	O=C(CNCC1CCCO1)NCc1ccco1 (stereo not given)
-0.5	i	0.14	Cc1cc(=O)oc2cc(OCC(=O)NC3CCN(Cc4ccccc4)CC3)c(Cl)cc12
-0.4	i	0.53	Cc1nnc(NC(=O)CSc2ncnc3c2cnn3-c2ccccc2C)s1
-0.1	i	0.08	Cc1onc(-c2c(F)cccc2Cl)c1C(=O)NC(=S)Nc1c(C)n(C)n(-c2ccccc2)c1=O

Carrying on.
STK33 inh	KCNQ2 block	Kir21 inh	canonical_smiles
3.0	i	-0.94	CN1CCC(=O)N([C@H](CN=[N+]=[N-])c2ccccc2)CC1
3.9	i	1.3	Cc1ccc(CC2CC(=O)N(Cc3ccco3)C2=O)cc1 (stereo not given)
-2.2	i	-0.64	O=C(C[n+]1ccccc1)N/N=C/c1ccccc1F
-0.5	i	0.96	O=C1OC(Cc2ccncc2)C(O)=C1C1=NCCCN1 (stereo not given)
-0.7	i	-0.78	CCOC(=O)CCc1c(C)c2ccc(OCC(=O)N(CC)CC)c(C)c2oc1=O
0.5	i	-0.56	COc1ccc(OC)c(S(=O)(=O)Nc2cccc(O)c2)c1
1.0	i	-0.5	O=C(COC(=O)c1cc(=O)[nH]c2ccccc12)c1ccc(Br)cc1
-0.2	i	0.63	O=[N+]([O-])c1ncccc1OCc1ccccc1Br

Further compounds follow:
STK33 inh	KCNQ2 block	Kir21 inh	canonical_smiles
-1.0	i	1.2	Cc1cc(CNC(=O)C(C)Cc2ccccc2)nn1C (stereo not given)
-2.1	i	-1.1	CSCC[C@H](NC(=O)[C@H](Cc1ccccc1)n1c(=O)[nH]c2ccccc2c1=O)C(=O)N[C@@H](Cc1ccccc1)C(=O)O
-0.6	i	1.3	Cc1[nH]c(=O)[nH]c(=O)c1/C=N/NC(=O)CCCCCNC(=O)OC(C)(C)C
1.0	i	-0.92	CNC(=O)c1ccc(NC(=O)Cc2ccc(S(=O)(=O)N3CCOCC3)s2)cc1
-0.6	i	1	N#C/C(=C(/O)COC(=O)COc1cccc(Br)c1)c1nc2ccccc2[nH]1
-2.0	i	0.46	O=C(NC1CCCC1)C1CCC(=O)N1CCc1ccccc1 (stereo not given)
-0.2	i	2.2	Cn1cc([N+](=O)[O-])c(C(=O)Nc2ccc(C3CCCCC3)cc2)n1
0.1	i	0.21	Cc1ccccc1N=Cc1cc2c(cc1[N+](=O)[O-])OCO2

The list continues:
STK33 inh	KCNQ2 block	Kir21 inh	canonical_smiles
-1.0	i	-2	COc1ccc(NC(=O)CSc2nc3c(c(=O)n2-c2ccc(F)cc2)SCC3)cc1
-0.3	i	0.03	Cc1cnc(-c2nnc(N(C)C(=O)c3cccnc3)s2)cn1
-2.4	i	-1.1	Cc1cc(/C=N/NC(=O)C(=O)NCc2ccccn2)c(C)n1-c1cccc(Br)c1
-0.6	i	-0.43	O=C(NNC(=O)c1cccnc1SCc1cccc([N+](=O)[O-])c1)c1ccc(F)cc1
-1.0	i	-0.42	C#CCOCCOCCOCCNc1nc(N2CCN(C(=O)[C@H]([C@@H](C)CC)n3cc([C@@H](N)CC(C)C)nn3)CC2)nc(N2CCN(C(=O)[C@H](CCCCN)n3cc([C@@H](N)CO)nn3)CC2)n1
-0.1	i	1.4	COc1ccccc1N1CCN(S(=O)(=O)c2ccc3c(c2)NC(=O)C(C)C(=O)N3)CC1 (stereo not given)
-0.1	i	1.2	C=CCn1c(=O)c2ccccc2n2c(SCC(=O)Nc3sc(C(=O)N(CC)CC)c(C)c3C(=O)OCC)nnc12
0.3	i	1.1	O=C(CCSCc1ccccc1Cl)NCc1cccs1

Further compounds.
STK33 inh	KCNQ2 block	Kir21 inh	canonical_smiles
0.3	i	1.4	COc1cc(NC(=O)Cn2nc(C(F)(F)F)c3c2CCCC3)cc(OC)c1OC
-1.3	i	2.2	COc1ccc(NC(=O)Cn2c(=O)n(Cc3ccco3)c(=O)c3ccccc32)cc1
-1.3	i	1.5	CN(CC(=O)Nc1ccc(F)cc1)C(=O)COC(=O)CNC(=O)c1sc2ccccc2c1Cl
-1.0	i	1.7	C=CCC1(CC=C)CCCN1C(=O)c1cc(COc2cncc(Cl)c2)on1
-0.3	i	1.6	Fc1cccc(NC(=S)NCc2ccc(Cl)cc2)c1
-1.3	i	0.37	Cc1ccc(C2=NC3(CCCC3)N=C2SCC(=O)Nc2ccc3c(c2)OCCO3)cc1
-1.4	i	1.1	CCOc1ccc(=O)n(-c2ccccc2)n1
-0.1	i	0.17	O=C(NCCc1ccccc1)C(=O)NCC1OCCN1S(=O)(=O)c1ccccc1 (stereo not given)

New compounds follow
STK33 inh	KCNQ2 block	Kir21 inh	canonical_smiles
1.1	i	3.2	CN1CCN(S(=O)(=O)c2ccc(N3CCN(C(=O)c4ccccc4)CC3)nc2)CC1
-0.2	i	-0.01	CCCn1nc(Oc2nc(NCC)nc(NC(C)C)n2)ccc1=O
-1.2	i	-2.4	O=C(COc1ccc(Cl)cc1)OCC(=O)N1CCCC1
-2.6	i	-0.03	CCOc1ccc(NC(=S)NN2CCN(C)CC2)cc1
-1.6	i	-0.27	COc1cccc(C(=O)Nc2nnc(-c3ccc(F)cc3)o2)c1
1.8	i	-0.23	CCN1CCN(c2cc(C)c3cc(NC(=O)c4ccc(C)c(C)c4)ccc3n2)CC1
-0.9	i	-1	CCn1c(C)nnc1SCC(=O)Nc1ccccc1OC
-0.3	i	0.04	COc1cccc(N2C(=O)C3CCCN3C2c2ccc(Cl)cc2)c1 (stereo not given)

More entries follow:
STK33 inh	KCNQ2 block	Kir21 inh	canonical_smiles
-1.3	i	-1	COc1ccc(-n2nnnc2-c2cn(C)nc2C(F)(F)F)cc1
-1.6	i	0.07	CCCCN(Cc1ccco1)C(=O)c1cc2c(=O)[nH]c3ccc(C)cc3c2s1
-0.4	i	0.7	Cn1c2c(c(O)c(-c3ccccc3)c1=O)C(=O)CC(C)(C)C2
0.8	i	0.36	Cc1ccc(CS(=O)(=O)CCC(=O)NCCc2ccccc2)cc1
-2.9	i	-0.06	COc1ccc(C2C(C(=O)NCCN(C)C)c3cc(OC)c(OC)cc3C(=O)N2C)cc1OC (stereo not given)
-0.4	i	0.14	COC(=O)C1=CN(C)C=C(C(=O)OC)C1c1ccc(Cl)cc1Cl
1.4	i	-0.92	COc1ccc(N2C(=NC(=O)c3ccccc3)SC3CS(=O)(=O)CC32)cc1 (stereo not given)
-0.3	i	-0.79	COc1ccc(N2C(=O)CSC2c2cccc(OC)c2OC)cc1 (stereo not given)

Next section.
STK33 inh	KCNQ2 block	Kir21 inh	canonical_smiles
1.0	i	0	CC1=C(C(=O)N(C)C)C(c2cccc(Cl)c2)NC(=O)N1 (stereo not given)
0.5	i	-0.32	CCc1cc(CC)c(/C=N/NC(N)=O)c(CC)c1/C=N/NC(N)=O
0.5	i	-0.39	CCc1ccccc1NC(=O)c1cc(-c2ccco2)on1
1.9	i	0.03	CCOC(=O)CSc1nnc(CSc2nc3ccccc3s2)n1C
-1.0	i	-0.37	COc1cc(NC(=O)CSc2cc(C)c3cc(C)cc(C)c3n2)c(C(=O)O)cc1OC
-1.2	i	0.01	CCOC(=O)Nc1ccc(Cc2ccncc2)cc1
3.7	i	1.2	CC(/C=C/c1ccco1)=N/NC(=O)C1COc2ccccc2O1 (stereo not given)
-1.7	i	2.7	CCOc1ccc(-c2c(C(=O)N/N=C/c3ccsc3)nnn2-c2nonc2N)cc1

Following part:
STK33 inh	KCNQ2 block	Kir21 inh	canonical_smiles
-0.3	i	0.34	Cc1ccc(/C=N\Nc2cn[nH]c(=O)c2Cl)cc1
0.9	i	-0.01	CC(=O)NNC(=S)NCCc1ccccc1
1.6	i	2	COC(=O)C1N[C@@H]([C@@H](NC(=O)COc2ccccc2)C(=O)NCc2ccccc2)SC1(C)C (stereo not given in full)
0.1	i	0.3	CCCCCCC(=O)Nc1nc(C)c(-c2csc(Nc3cc(Cl)ccc3C)n2)s1
-0.1	i	-1.4	O=C(O)c1ccccc1C(=O)OCCCc1ccncc1
0.3	i	-1.4	COc1ccc(OC)c(NC(=O)COc2coc(CN3CCCc4ccccc43)cc2=O)c1
-1.3	-6.1*	-4.6*	CCOC(=O)c1c(-n2c(C)cc(C=O)c2C)sc2c1CCCC2
-1.3	i	-0.12	CCOC(=O)C1(Cc2ccc(OC)cc2)CCN(C(=O)c2cc3ccccc3[nH]2)CC1

Of the compounds above, these contain a cyano group.
STK33 inh	KCNQ2 block	Kir21 inh	canonical_smiles
-1.2	i	2.5	CC(=O)/C(C#N)=C1\NC(=O)C(Cc2ccc(C)c(C)c2)S1 (stereo not given)
0.0	i	1.3	CC1(C)Cc2c(c(N3CCOCC3)nc3sc(C#N)c(N)c23)CS1
-0.6	i	1	N#C/C(=C(/O)COC(=O)COc1cccc(Br)c1)c1nc2ccccc2[nH]1

Next records:
STK33 inh	KCNQ2 block	Kir21 inh	canonical_smiles
-2.0	i	-3	O=C(NC1CCCCCCC1)c1cccs1
-1.1	i	0	O=C(NCC1CCCO1)/C(=C\c1ccco1)NC(=O)c1ccc(Cl)cc1 (stereo not given)
-1.3	i	-2.1	CN(CC(=O)Nc1c(Cl)cccc1Cl)C(=O)CC1Sc2ccccc2NC1=O (stereo not given)
-0.8	i	1.4	O=C(O)CCC(=O)NN1C(=O)c2ccccc2NC1c1ccc(F)cc1 (stereo not given)
-1.7	i	0.01	Cn1c(SCC2CCCO2)nnc1-c1cccc([N+](=O)[O-])c1 (stereo not given)
-0.5	i	0.37	CCNC(=O)CCS(=O)(=O)c1ccc2ccccc2c1
1.7	i	-2.4	N#Cc1c2n(c(=S)n(-c3ccc(OC(F)F)cc3)c1=O)CCCCC2
-0.4	i	-2.9	CCCc1nc2ccccc2c(C(=O)OCC(=O)NCc2ccco2)c1CC
2.4	i	-1.5	COc1cc(/C=C/c2nc3ccccc3s2)cc(OC)c1O
1.6	i	-2.5	Cc1ccc(C(=O)COC(=O)C(C)N2C(=O)C3C4C=CC(C4)C3C2=O)cc1 (stereo not given)

Screens: PubChem BioAssay, several laboratories
